Compound activity deposited in PubChem by The Scripps Research Institute Molecular Screening Center.
PLC-beta3 inh: human PLC-beta3 inhibitors, primary screen, biochemical, fluorescence; inhibition, % at 12.2 µM; AID 720704, 2013; hit rate 0.18% among 370,000; Purified PLC-beta3, fluorogenic substrate; 1-phosphatidylinositol 4,5-bisphosphate phosphodiesterase beta-3 (Homo sapiens), Q01970; in the data active = inhibition above about 11%;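 note: 0% = median of compound wells on plate and 100% = full blocker control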
Target sequence (Q01970 whole entry, looked up): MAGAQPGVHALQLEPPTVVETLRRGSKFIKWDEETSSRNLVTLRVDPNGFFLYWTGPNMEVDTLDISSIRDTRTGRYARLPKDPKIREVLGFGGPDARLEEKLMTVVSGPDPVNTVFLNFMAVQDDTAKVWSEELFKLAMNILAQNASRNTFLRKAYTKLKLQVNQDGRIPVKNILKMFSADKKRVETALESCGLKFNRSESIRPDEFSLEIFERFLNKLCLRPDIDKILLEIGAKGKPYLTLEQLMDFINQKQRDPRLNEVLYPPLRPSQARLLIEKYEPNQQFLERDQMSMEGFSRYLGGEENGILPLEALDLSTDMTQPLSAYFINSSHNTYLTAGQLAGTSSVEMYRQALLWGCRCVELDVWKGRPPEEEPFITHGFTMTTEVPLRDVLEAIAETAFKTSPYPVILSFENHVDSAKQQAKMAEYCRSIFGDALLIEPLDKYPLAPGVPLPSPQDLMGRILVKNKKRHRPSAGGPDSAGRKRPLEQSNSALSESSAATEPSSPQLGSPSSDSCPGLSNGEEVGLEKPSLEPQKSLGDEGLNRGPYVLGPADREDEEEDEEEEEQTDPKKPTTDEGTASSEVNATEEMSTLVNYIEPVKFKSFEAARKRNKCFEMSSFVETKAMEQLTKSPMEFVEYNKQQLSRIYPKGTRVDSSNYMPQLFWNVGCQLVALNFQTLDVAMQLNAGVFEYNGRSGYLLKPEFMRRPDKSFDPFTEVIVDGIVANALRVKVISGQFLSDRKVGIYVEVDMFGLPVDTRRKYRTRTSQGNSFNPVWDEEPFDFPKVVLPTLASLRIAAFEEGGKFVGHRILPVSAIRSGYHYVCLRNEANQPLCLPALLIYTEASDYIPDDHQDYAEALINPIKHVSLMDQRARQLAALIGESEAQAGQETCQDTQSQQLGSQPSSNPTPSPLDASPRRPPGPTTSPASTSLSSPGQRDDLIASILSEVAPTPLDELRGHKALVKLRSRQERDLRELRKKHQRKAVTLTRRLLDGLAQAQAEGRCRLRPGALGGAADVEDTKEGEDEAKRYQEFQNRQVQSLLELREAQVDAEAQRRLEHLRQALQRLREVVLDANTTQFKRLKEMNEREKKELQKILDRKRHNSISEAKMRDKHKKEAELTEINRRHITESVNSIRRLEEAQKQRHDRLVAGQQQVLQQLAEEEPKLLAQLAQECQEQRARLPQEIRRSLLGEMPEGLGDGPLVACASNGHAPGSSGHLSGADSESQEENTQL
hcDAF12 agonist: H. contortus DAF-12 nuclear receptor activators, primary screen, cell-based, luminescence, HEK293, lit1-tk-luc reporter; HEK293 hcDAF-12 lit1-tk-luc reporter; 0% DMSO, 100% Δ7-dafachronic acid; activation, % at 6.8 µM; hit rate 1.4% among 370,000; AID 652067, 2013;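 active = activation above the mean of all tested compounds plus 3 SD, cut at about 5.5% in these data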;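 note: 100% = response to 3 µM Δ7-dafachronic acid high control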
ADAM10 inh: human ADAM10 inhibitors, primary screen, biochemical, QFRET, HTS | inhibition, % at 7 µM | Disintegrin and metalloproteinase domain-containing protein 10 (Homo sapiens), O14672 | hit rate 0.62% among 370,000 | recombinant ADAM10, EDANS/DABCYL FRET peptide cleavage, 3 h;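 active = inhibition above a per-campaign cutoff equal to the mean of compounds falling between control-based bounds plus 3 SD, cut at about 20% in these data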;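 note: 0% = DMSO wells while the 100% control is not disclosed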
ssDAF12 agonist: S. stercoralis DAF-12 nuclear receptor activators, primary screen, cell-based, luminescence, HEK293, GRIP1 co-expression, lit1-tk-luc; Nuclear hormone receptor DAF-12 (Strongyloides stercoralis); HEK293 ssDAF-12/GRIP1 lit1-tk-luc reporter; % of 3 µM dafachronic acid response; activation, % at 6.8 µM; hit rate 1% among 370,000;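 active = activation above the mean over all tested compounds plus 3 SD, cut at about 0.9% in these data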;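 note: 0% = DMSO-only wells and 100% = 3 µM delta7-dafachronic acid wells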
ADAM17 inh: ADAM17 inhibitors, primary screen, biochemical, QFRET; Disintegrin and metalloproteinase domain-containing protein 17 (Homo sapiens), P78536; recombinant ADAM17, EDANS/DABCYL FRET peptide cleavage; inhibition, % at 6.95 µM; hit rate 0.83% among 370,000;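 active = inhibition above the mean of compounds lying between control limits plus 3 SD, set per campaign, cut at about 8.5% in these data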;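 note: 0% = DMSO-only wells as the low control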
hgDAF-12 ag: H. glycines DAF-12 receptor agonists, primary screen, cell-based, luminescence, HEK293, GAL4 fusion, UAS-luciferase; Nuclear hormone receptor DAF-12 (Heterodera glycines), GAL4 fusion; hit rate 1.8% among 370,000; activation, % at 6.8 µM; HEK293 GAL4-hgDAF12 UAS-luciferase reporter, agonist luminescence; normalized to butyrate control; AID 687014, 2013;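 active = activation above a cutoff set at the mean of all screened compounds plus 3 SD, cut at about 10% in these data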;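 note: 0% = DMSO wells and 100% = sodium butyrate wells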
FXN GAA850 act: FXN promoter activators, primary screen, cell-based, luciferase luminescence, HEK293 lucGAA850; HEK293 lucGAA850 FXN promoter luciferase reporter, 24 h; percent of 10 µM SAHA response; activation, % at 6 µM; hit rate 0.56% among 360,000;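 active = activation above the average of all compounds screened plus 3 SD, cutoff fixed separately per campaign, cut at about 7.5% in these data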;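 note: 0% = DMSO wells and 100% = 10 µM SAHA wells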
PLCg1 inh: PLC-gamma1 enzyme inhibitors, primary screen, biochemical, fluorescence, purified enzyme | 1-phosphatidylinositol 4,5-bisphosphate phosphodiesterase gamma-1 (Homo sapiens), P19174 | fluorogenic substrate | inhibition, % at 12.2 µM | hit rate 0.84% among 370,000 | AID 720700, 2013; in the data active = inhibition above about 9.5%
DAX1 inh-1: DAX1 (NR0B1) inhibitors, primary screen, cell-based, HEK293, Gal4-DAX1, luciferase luminescence. Nuclear receptor subfamily 0 group B member 1 (Homo sapiens), P51843. HEK293 Gal4-DAX1 luciferase reporter. inhibition, % at 6.75 µM. hit rate 0.99% among 340,000. AID 504766, 2011;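 active = inhibition above the mean over all tested compounds plus 3 SD, cut at about 4.2% in these data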;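 note: 0% = DAX1-transfected cells with DMSO and 100% = empty-vector control cells with DMSO; inhibition shows as a rise in luminescence from relieved DAX1 repression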
sPLA2-III inh: human group III sPLA2 inhibitors, primary screen, biochemical, QFRET, BODIPY PC-A2 liposome substrate. AID 743126, 2013. Group 3 secretory phospholipase A2 (Homo sapiens), Q9NZ20. hit rate 0.56% among 370,000. inhibition, % at 12.2 µM. QFRET BODIPY PC-A2 liposome hydrolysis, fluorescence;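 active = inhibition above mean plus 3 SD of compounds lying within the high and low control bounds, cut at about 19% in these data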;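 note: 0% = median of test compound wells and 100% = no enzyme DMSO wells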
DAX1 inh-2: DAX1 (NR0B1) inhibitors on StAR promoter, primary screen, cell-based, luminescence, SF-1 (NR5A1), full-length DAX-1. inhibition, % at 6.8 µM. AID 652010, 2013. hit rate 1.1% among 370,000. HEK293T StAR-luciferase reporter, SF-1/DAX-1 repression relief;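 active = inhibition above the mean over all tested compounds plus 3 SD, cut at about 3.6% in these data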;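 note: 0% = DAX-1 cells with DMSO and 100% = cells lacking DAX-1 with DMSO; higher inhibition means more luminescence from relief of DAX-1 repression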
Numbers without * were called inactive; / = not tested or not shown.

SMILES	PLC-beta3 inh	hcDAF12 agonist	ADAM10 inh	ssDAF12 agonist	ADAM17 inh	hgDAF-12 ag	FXN GAA850 act	PLCg1 inh	DAX1 inh-1	sPLA2-III inh	DAX1 inh-2
COc1cc2c(cc1OC)CN(C(=O)CCc1c[nH]c3ccccc13)[C@H](C(=O)O)C2	-63	1.6	-7	-0.4	-5	0.8	0.2	-43	1.4	-4	-0.2
CC1(C)N=C(N)N=C(N)N1c1ccccc1	6	-0.7	7	-1.7	1	0.2	1.6	2	0.1	9	0.1
O=C(Cc1ccc([N+](=O)[O-])cc1)Nc1nccs1	-6	-0.7	11	-0.5	-1	0.3	-0.2	3	7.2*	-28	0.3
C[C@@]12CC(=O)NC1N(C(=O)c1cccc(C(F)(F)F)c1)C(c1ccccc1OC(=O)c1cccc(C(F)(F)F)c1)C2 (stereo not given in full)	7	-1.3	14	-1.0	6	-3.5	5.6	3	0.3	-7	-1.0
COc1cccc(C(=O)C2CCCN(Cc3cn[nH]c3C3CCCCC3)C2)c1 (stereo not given)	-2	0.2	-1	-1.3	0	-4.6	-0.9	0	/	-13	-0.4
CCOc1cc2[nH]c(=S)n(CCC(=O)NC3CCCCC3)c(=O)c2cc1OCC	1	-0.2	-13	-1.1	-5	-4.3	1.9	0	-0.6	4	0.1
Cc1cc([N+](=O)[O-])ccc1NC(=O)c1sc2ncn(CC(=O)N3CCOCC3)c(=O)c2c1C	-1	3.4	-2	-1.1	3	0.6	0.7	0	-0.5	2	-0.1
Cc1ccc(NC(=S)N/N=C/c2ccc(Cl)c([N+](=O)[O-])c2)cc1	-2	-0.9	8	-1.8	3	-2.6	-1.2	-1	0.2	4	-0.3
COc1ccc(CN2C(=O)c3ccccc3C2c2nnnn2Cc2ccccc2)cc1 (stereo not given)	7	-0.5	0	-1.7	-2	-2.3	/	1	/	0	0.4
CCOc1c(Cl)cc(CNc2ccc(N3CCCC3)cc2)cc1OC	-48	2.6	-3	-0.8	-6	-1.6	-1.0	-34	-0.6	2	-3.3
CCOC(=O)c1c(NC(=O)CSc2c[nH]c3ccccc23)sc2c1CCC2	-3	0.9	18	-1.2	9.8*	-0.8	1.5	1	0.8	-32	-1.4
CCC(c1nnnn1C1CCCC1)N1CCN(c2ccccc2)CC1 (stereo not given)	4	-1.1	13	-1.0	0	-0.6	-1.5	4	0.6	-26	-0.1
CCCCCNC(=O)c1ccc(NS(=O)(=O)c2ccc3[nH]c(=O)[nH]c3c2)cc1	-1	-1.1	-7	-0.6	2	0.5	-0.4	0	-0.4	-5	0.2
COc1cccc(C(C(=O)NC2CCCC2)N(C(=O)c2ccco2)c2cccc(C(C)=O)c2)c1OC (stereo not given)	-3	0.0	-4	-1.1	-4	-1.2	0.4	3	-0.6	3	0.3
C[C@@H]1CNC(=O)c2c(C(=O)N[C@@H](Cc3c[nH]c4ccccc34)C(=O)OC(C)(C)C)ncn21	-2	-1.6	-9	-1.1	-3	1.6	-1.9	-1	2.9	-83	1.1
COc1cc(N)c(Cl)cc1C(=O)OCC(=O)N1CCc2ccccc21	-2	-1.0	2	-1.1	-2	-0.7	2.0	4	0.7	-9	1.4
O=C(CNC(=O)c1ccco1)OCC(=O)c1ccccc1	4	-1.9	7	-1.2	1	-1.0	-1.5	-1	-0.1	-2	0.2
CC(C)Cc1ccc(C(=O)NCCOc2ccccc2)o1	-2	9.9*	2	0.1	2	8.9	1.1	1	-0.3	-6	2.9
Cn1cc(CNCc2cn[nH]c2-c2ccc(F)cc2)c(-c2ccc3c(c2)OCCO3)n1	-2	-1.3	-6	-1.9	1	1.2	1.4	1	-0.3	3	0.6
COc1ccc(N2CCN(C(=O)CN3C(=O)NC4(CCCCC4C)C3=O)CC2)cc1 (stereo not given)	-1	-1.8	3	-0.7	-1	0.4	0.7	1	-1.1	1	-2.0
CCOC(=O)C1(CCOC)CCN(Cc2cc3ccccc3s2)CC1	-1	1.7	5	-1.7	3	-0.7	0.1	3	-1.6	-3	-0.2
O=C(CCn1ccnc1)Nc1nc2ccccc2[nH]1	1	-1.2	-7	-1.7	-2	3.1	1.5	2	-0.3	1	1.9
O=C(N[C@H]1C/C=C\C[C@@H](CC(=O)N(CCO)Cc2ccccc2)C(=O)N2CCC[C@H]2COC1=O)OCC1c2ccccc2-c2ccccc21	-3	-0.7	-9	-1.1	-4	-1.5	0.5	2	-0.5	10	0.7
COc1cccc(-n2ccn(CC(=O)NCCc3ccccc3)c(=O)c2=O)c1	-5	-1.7	4	-1.3	-4	-1.7	1.9	-17	-0.2	4	-0.6
Cc1ccc(/C=C2\SC(=S)N(CCCC(=O)Nc3cccc(C(=O)O)c3)C2=O)cc1	-6	-2.9	-7	-0.7	-2	0.7	-4.5	-2	-0.1	5	0.1

Retrieved by structure from the entries so far:
SMILES	PLC-beta3 inh	hcDAF12 agonist	ADAM10 inh	ssDAF12 agonist	ADAM17 inh	hgDAF-12 ag	FXN GAA850 act	PLCg1 inh	DAX1 inh-1	sPLA2-III inh	DAX1 inh-2
O=C(N[C@H]1C/C=C\C[C@@H](CC(=O)N(CCO)Cc2ccccc2)C(=O)N2CCC[C@H]2COC1=O)OCC1c2ccccc2-c2ccccc21	-3	-0.7	-9	-1.1	-4	-1.5	0.5	2	-0.5	10	0.7
COc1cccc(C(C(=O)NC2CCCC2)N(C(=O)c2ccco2)c2cccc(C(C)=O)c2)c1OC (stereo not given)	-3	0.0	-4	-1.1	-4	-1.2	0.4	3	-0.6	3	0.3
COc1ccc(N2CCN(C(=O)CN3C(=O)NC4(CCCCC4C)C3=O)CC2)cc1 (stereo not given)	-1	-1.8	3	-0.7	-1	0.4	0.7	1	-1.1	1	-2.0
C[C@@H]1CNC(=O)c2c(C(=O)N[C@@H](Cc3c[nH]c4ccccc34)C(=O)OC(C)(C)C)ncn21	-2	-1.6	-9	-1.1	-3	1.6	-1.9	-1	2.9	-83	1.1
COc1ccc(CN2C(=O)c3ccccc3C2c2nnnn2Cc2ccccc2)cc1 (stereo not given)	7	-0.5	0	-1.7	-2	-2.3	/	1	/	0	0.4
COc1cc(N)c(Cl)cc1C(=O)OCC(=O)N1CCc2ccccc21	-2	-1.0	2	-1.1	-2	-0.7	2.0	4	0.7	-9	1.4

Later entries:
SMILES	PLC-beta3 inh	hcDAF12 agonist	ADAM10 inh	ssDAF12 agonist	ADAM17 inh	hgDAF-12 ag	FXN GAA850 act	PLCg1 inh	DAX1 inh-1	sPLA2-III inh	DAX1 inh-2
CCOCCCNC(=O)C1CCC(CNS(=O)(=O)c2ccc(OC)cc2)CC1 (stereo not given)	-3	-1.0	-3	-1.6	-7	1.6	0.4	1	0.0	-1	-0.3
Cc1nn(CC(O)Cn2c3c(c4ccccc42)CCN(C)C3=O)c(C)c1Br (stereo not given)	-9	-0.8	-37	-1.2	-6	-2.1	-2.5	-5	-0.5	-20	-0.9
CCc1ccccc1NC(=O)C/C(C)=N/NC(=O)COc1ccccc1C	-3	0.3	-2	-0.6	0	1.0	-0.6	-3	-0.4	-17	0.0
COCCn1c(SCC(=O)NCc2ccc(OC)c(OC)c2)nc2ccccc21	-12	0.5	-13	-1.8	-8	-0.2	-1.9	7	-1.4	12	0.0
O=C(NCC1CCCO1)c1cc(-c2ccccc2)on1 (stereo not given)	8	6.5*	5	0.3	3	42*	24*	7	4.3*	0	2.2
O=C(NCc1ccc(F)cc1)C(c1ccc(F)cc1)N(C(=O)c1csnn1)C1CC1 (stereo not given)	-3	-0.4	4	-1.0	-10	0.9	-1.7	4	0.3	-2	-0.2
CCc1nn(CC(=O)NCc2ccccc2Cl)c(=O)c2cccn12	4	0.0	-5	-1.4	2	0.6	0.5	7	0.1	4	0.5
Cc1ccc(Cl)cc1NC(=S)N(C)N	-5	-0.6	3	-1.1	-1	1.0	-1.1	-3	3.6	0	0.2
O=C(Nc1ccccc1)/C(=C/c1ccc([N+](=O)[O-])cc1)NC(=O)c1ccccc1	0	0.9	-9	-0.7	-3	-4.9	-0.3	3	-0.3	13	-0.2
Cc1cccc(NC(=O)N2CCC(N(C)CCC(C)C)CC2)c1	1	-2.4	-13	-1.5	-2	-0.7	/	1	/	8	0.1
CC12C=CC(=O)C=C1CCC1C2C(=O)CC2(C)C1CCC2(O)C(=O)CO (stereo not given)	4	-0.4	-12	-0.1	-6	-1.1	1.6	0	0.1	-2	0.6
CCN(c1ccccc1)S(=O)(=O)c1ccc(C(=O)NCC2(N(C)C)CCCCC2)cc1	-3	-1.3	1	-1.0	-2	-0.1	0.3	-1	-0.1	-4	1.1
CCCCOC(=O)C1=C(C)NC(=O)NC1c1cc2c(cc1Br)OCO2 (stereo not given)	-3	-2.0	-3	-0.8	1	-1.6	-0.2	2	-0.9	-1	0.0
Oc1ccc(Br)cc1/C=N/Nc1nc(N2CCCCC2)nc(N2CCOCC2)n1	-9	-2.0	-2	-1.7	1	0.3	/	-7	/	-4	-0.1
COc1ccc(OC)c(C2C(C#N)=C(N)Oc3c2c(C)nn3-c2cccc(Cl)c2)c1 (stereo not given)	-130	0.0	-13	-0.7	-8	-0.3	-3.9	-76	-0.4	-7	-0.5
O=C(NC(=S)N1CCOCC1)C12CC3CCC(CC(C3)C1)C2	1	0.4	0	-1.2	-1	3.9	1.6	-1	0.8	1	0.0
Cc1cc(-c2cc(C(=O)NC3CCCC3)on2)nc(NC2CCCC2)n1	1	-0.3	-1	-0.7	-1	1.3	0.8	0	0.2	4	-0.2
O=C(COc1ccc(S(=O)(=O)N2CCCCC2)cc1)NCc1ccncc1	0	-1.1	-1	-1.3	-3	-0.8	2.0	4	0.7	-9	-0.7
C#CCOCCOCCOCCNc1nc(N2CCN(C(=O)Cn3cc(CC(C)O)nn3)CC2)nc(N2CCN(C(=O)Cn3cc(CC(C)O)nn3)CC2)n1 (stereo not given)	2	-0.4	2	-0.7	1	2.3	0.7	1	0.3	5	0.0
